# Assay outcomes from PubChem.
# GPR55 beta-arrestin = GPR55 agonists via beta-arrestin recruitment, primary screen, imaging, U2OS cells, beta-arrestin-GFP redistribution (AID 1961); one-dose activation, % at 10 µM; EC50 in µM for titrated hits; 290,000 compounds, 0.048% hits; U2OS GPR55 beta-arrestin-GFP redistribution imaging; higher % means a stronger effect;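 active = activation above 40% with more than 50 cells counted in the well; inconclusive = wells holding fewer than 50 cells, flagged as toxic or sparse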;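 note: U2OS osteosarcoma cells stably expressing GPR55 and beta-arrestin-GFP; plate controls were DMSO negative control for no effect and LPI positive control for full effect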
# M17LAP inhibition = P. falciparum M17LAP inhibitors, primary screen, biochemical, fluorogenic H-Leu-NHMec substrate, 1536-well (AID 1619); 220,000 compounds, 0.38% hits; inhibition, % at 30 µM; hits with a dose series show IC50 in µM; recombinant M17LAP, H-Leu-NHMec fluorogenic kinetic assay; higher % means a stronger effect;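 active = compound inhibiting the enzyme by more than half at any dose during confirmatory dose-response retesting; inconclusive = strong single-dose inhibitors picked by rank but not retested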;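 note: plate controls were full reaction with DMSO carrier for no effect and no enzyme background for full effect; strong numbers were not always called active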
# NOD2 inhibition = NOD2 signaling inhibitors, cell-based, luminescence, uHTS, HEK293 (AID 1566). HEK293 NOD2/NF-kB luciferase reporter, luminescence; higher % means a stronger effect. one-dose inhibition, % at 4 µM; EC50 in µM for titrated hits. 290,000 compounds, 0.63% hits; note: many of its hits are not listed in these tables
# P. falciparum M1AAP = P. falciparum M1AAP inhibitors, biochemical, fluorogenic H-Leu-NHMec substrate, 1536-well (AID 1445) | Aminopeptidase N (Plasmodium falciparum (isolate 3D7)) | recombinant M1AAP, H-Leu-NHMec fluorogenic kinetic assay; higher % means a stronger effect | one-dose inhibition, % at 30 µM; IC50 in µM for titrated hits | 220,000 compounds, 0.42% hits;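 active = primary inhibition above the hit cutoff, then over 50% inhibition at one or more dose response concentrations, cut at about 23% in these data, passing the limit was not always enough; inconclusive = conflicting primary data, or primary hits not chosen for dose response; inactive = low primary inhibition, or under 50% at every dose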;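 note: plate controls were DMSO full reaction for no effect and no enzyme background for full effect; strong numbers were not always called active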
# KOR beta-arrestin-1 = KOR agonists, beta-arrestin recruitment, primary screen, cell-based, luminescence, uHTS (AID 1777); 280,000 compounds, 0.02% hits; Kappa-type opioid receptor (Homo sapiens); KOR beta-arrestin recruitment, luminescence; higher % means a stronger effect; activation, % at 10 µM; hits with a dose series show EC50 in µM; in the data active = activation above about 50%, passing the limit was not always enough; note: a part of the inactive calls stands beside numbers as strong as those of hits
# KOR beta-arrestin-2 = KOR antagonists, beta-arrestin recruitment, cell-based, luminescence, uHTS (AID 1778); Kappa-type opioid receptor (Homo sapiens); KOR beta-arrestin recruitment, luminescence, antagonist mode; higher % means a stronger effect; one-dose inhibition, % at 10 µM; IC50 in µM for titrated hits; 290,000 compounds, 0.091% hits; note: strong numbers were not always called active
# NOD1 NF-kB reporter = NOD1 signaling inhibitors, primary screen, cell-based, luminescence, uHTS (AID 1578) | NOD1-driven NF-kB luciferase reporter cells, luminescence; higher % means a stronger effect | inhibition, % at 4 µM; hits with a dose series show EC50 in µM | 290,000 compounds, 1% hits; in the data active = inhibition mostly above about 36%, no sharp cut-off; inactive = mostly below about 34%;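 note: HEK-293T reporter cells stimulated with the NOD1 agonist gamma-tri-DAP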
# Dynein transport = inhibitors of GR-EGFP nuclear translocation, primary screen, dynein cargo transport inhibitor project, imaging, high-content, 3617.4 mouse cells; test concentration mostly 20 µM; stimulated with dexamethasone, 1 µM; hits give low values; 220,000 compounds, 0.47% hits; AID 1381, 2008; z-score, hits read low;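 active = plate z-score of nuclear minus cytoplasmic receptor signal below a set negative limit, without overly bright fluorescence or cell loss, cut at about -3.5 in these data, passing the limit was not always enough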;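 note: z-score of nuclear minus cytoplasmic ring GR-EGFP intensity difference per well; some compounds called inactive have numbers as strong as hits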
#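 Buffer or medium: tet-free, stripped-serum medium; Also added: dexamethasone, 1.0 µM final; Technique: high-content fluorescence imaging after fixation; Times: 48 h induction, 1 h compound, 30 min dex at 37 °C; Read-out: per-cell GR-EGFP intensity, nucleus versus surrounding cytoplasmic ring, well-averaged.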
# AID2073 = inhibitors of Mint1-CaV2.2 protein interaction, biochemical, HTRF (AID 2073). Voltage-dependent N-type calcium channel subunit alpha-1B (Homo sapiens). HTRF protein-protein interaction, Mint1-CaV2.2; higher % means a stronger effect. inhibition, % at 20 µM; hits with a dose series show IC50 in µM. 290,000 compounds, 0.19% hits; in the data active = inhibition mostly above about 51%, no sharp cut-off; inconclusive = no clear call, values can overlap the other calls; inactive = mostly below about 53%; note: some results filed as inactive read as strong as hits
# Dynein transport cytoplasmic EGFP = second read-out of Dynein transport, no call of its own (marks repeat the call); z-score; measured here: cytoplasmic GR-EGFP intensity; hits give high values
# Dynein transport nuclear GR-EGFP = also measured in Dynein transport; calls as there; z-score; measured here: nuclear GR-EGFP intensity;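 lower value marks the stronger effect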
# Dynein transport cell count = also measured in Dynein transport; calls as there; z-score; measured here: cell count per field
# The depositor's hits bear a star; ? = inconclusive; nt = no result given; [ ] = dose if it differs, or a comment. Cut-off read from the data, not from the text of the source, unless noted: active = inhibition above about 50%; inactive = the rest. These rows are one share of the data (hit frequency here may not be typical).
SMILES,GPR55 beta-arrestin,M17LAP inhibition,NOD2 inhibition,P. falciparum M1AAP,KOR beta-arrestin-1,KOR beta-arrestin-2,NOD1 NF-kB reporter,Dynein transport,Dynein transport cytoplasmic EGFP,Dynein transport nuclear GR-EGFP,Dynein transport cell count,AID2073
CCn1c(N)c(C(=O)N2CCOCC2)sc1=S,0.3%,3%,3%,-7%,-1.2%,29%,-8%,0.4,0.6,0.39,-0.37,-27%
CC[C@H]1OC(=O)[C@H](C)[C@@H](O[C@H]2C[C@@](C)(OC)[C@@H](O)[C@H](C)O2)[C@H](C)[C@@H](O[C@@H]2O[C@H](C)C[C@H](N(C)C)[C@H]2O)[C@](C)(O)C[C@@H](C)[C@@H]2N[C@@H](COCCOC)O[C@H]([C@H]2C)[C@]1(C)O,0.1%,4%,-12%,-5%,-2.0%,9%,26%,0.51,-0.28,0.45,0.57,4%
CCOC(=O)NC(=S)Nc1ccc(OC)cc1,0.2%,-2%,-8%,1%,-7.6%,-6%,-21%,0.34,-0.28,0.25,0.11,6%
CCOC(=O)C1CCCN(Cc2cc(=O)oc3cc(C)c(C(C)C)cc23)C1 (centres undefined),0.0%,12%,-8%,0%,-4.3%,-3%,-19%,0.68,0.59,0.72,-0.24,1%
O=C1/C(=C/c2ccccc2)N=C(N2CCOCC2)N1c1cccc(Cl)c1,-0.1%,-1%,18%,4%,-1.0%,20%,15%,-0.88,-0.31,0.32,0.17,-2%
CC(NC(=O)OCc1ccccc1)C(=O)NCC(=O)NC(Cc1ccc(OC(C)(C)C)cc1)C(=O)OC(C)(C)C (centres undefined),0.2%,2%,-2%,5%,5.4%,24%,-19%,0.35,0.024,0.37,0.27,2%
COc1ccc(N2C(=O)CC(N3CCC(c4nc5ccccc5[nH]4)CC3)C2=O)cc1 (centres undefined),0.2%,0%,5%,3%,-1.4%,-12%,1%,1,-0.11,1,-0.93,17%
Cc1ccc(C(=O)Nc2ccc(S(=O)(=O)N3CCN(C)CC3)cc2)o1,-0.1%,-7%,-3%,2%,-4.5%,3%,-12%,-0.35,-0.2,0.21,0.69,-2%
CCC(=O)Nc1sc2c(c1C(N)=O)CCN(Cc1ccccc1)C2,0.0%,nt,-5%,nt,-2.5%,-2%[20 µM],-16%,nt,nt,nt,nt,4%
COc1ccc(S(=O)(=O)N2CCOCC2)cc1NC(=O)c1cc2c(s1)CCCC2,0.52µM*,4%,1%,1%,-3.5%,-16%,-21%,0.61,-0.25,0.1,0.45,36%
COc1ccc(/C=N\NC(=O)c2ccccc2Br)cc1COc1ccccc1,0.0%,nt,35%,nt,-3.0%,16%,24%,nt,nt,nt,nt,10%
COc1ccccc1C(CNC(=O)c1cc(C)nc2ccccc12)N(C)C (centres undefined),0.3%,nt,-14%,nt,0.8%,-15%,-47%,nt,nt,nt,nt,21%
Cc1ccc(NC(=O)N2C3CCCC2CC(NC(=O)C2CC2)C3)cc1 (centres undefined),-0.1%,nt,-13%,nt,4.2%,-3%,-29%,nt,nt,nt,nt,5%
Clc1ccc(CSc2nnnn2-c2ccc3c(c2)OCO3)c(Cl)c1,-0.1%,-3%,-13%,-2%,7.0%,-9%,-12%,-0.57,-0.25,-0.071,0.61,3%
O=C(COC(=O)/C=C/c1ccccc1Cl)NCc1ccccc1,-0.4%,15%,2%,-3%,-0.3%,-13%,3%,0.11,-0.2,1.2,-0.22,9%
CC1=C(C(=O)NC(C)c2ccccc2)C2(CCC(C)CC2)OC1=O (centres undefined),-0.3%,-9%,36%,0%,-0.1%,10%,3%,-0.28,-0.2,0.71,-0.19,10%
O=C(O)/C=C/C(=O)NC1CCS(=O)(=O)C1 (centres undefined),-0.3%,8%,2%,3%,24%,-7%,100%*,0.19,-0.14,0.61,-1.3,14%
COc1cc(NC(=O)c2ccccc2Cl)ccc1NC(=O)c1ccco1,0.1%,-10%,-63%,3%,3.3%,0%,-29%,-0.27,-0.22,-0.83,-0.14,0%
CCOc1ccccc1NC(=O)CSc1nc2ccccc2nc1N1CCOCC1,0.6%,nt,4%,nt,-3.6%,-24%[20 µM],-7%,nt,nt,nt,nt,7%
Cc1ccc(NC(=S)N2CCc3[nH]c4ccccc4c3C2)cc1,0.1%,9%,6%,2%,3.1%,-17%,-9%,-0.54,-0.21,-0.2,0.23,-29%
O=C1C2C3C=CC(CC3)C2C(=O)N1c1cccc(C(F)(F)F)c1 (centres undefined),0.3%,nt,11%,nt,3.5%,-44%,-6%,nt,nt,nt,nt,6%
COc1ccc2cc(C(=O)C3CCCN(C(=O)c4ccnn4C)C3)ccc2c1 (centres undefined),-0.2%,-71%,-3%,14%,0.7%,-20%,5%,-0.5,-0.27,-0.22,0.084,22%
CC(=O)Nc1ccc(S(=O)(=O)N2CCN(CCc3ccccc3)CC2)cc1,-0.2%,nt,-6%,nt,0.5%,-1%,-24%,nt,nt,nt,nt,9%
COc1cccc(C(=O)COc2ccc(NC(=O)c3ccccc3)cc2)c1,0.0%,nt,-10%,nt,-6.0%,1%,-39%,nt,nt,nt,nt,8%
CC(C)CNC(=S)NNC(=O)c1ccco1,0.5%,18%,12%,-3%,1.8%,-31%,-1%,-0.7,-0.19,-0.13,-0.3,-39%
# Other results
SMILES,GPR55 beta-arrestin,M17LAP inhibition,NOD2 inhibition,P. falciparum M1AAP,KOR beta-arrestin-1,KOR beta-arrestin-2,NOD1 NF-kB reporter,Dynein transport,Dynein transport cytoplasmic EGFP,Dynein transport nuclear GR-EGFP,Dynein transport cell count,AID2073
CC1(C)CC(=O)C2=C(C1)Oc1nc3ccccc3cc1C2C(C#N)C#N (centres undefined),-0.1%,9%,nt,4%,7.3%,-11%,nt,-4.4*,0.094*,-2.2*,1.4*,4%
O=C(N1CCOCC1)N1CCCC(c2nc(-c3cccs3)no2)C1 (centres undefined),-0.6%,1%,3%,3%,3.8%,18%,-8%,2.4,-0.026,2.8,-2.7,-4%
CCc1nnc(SCC(=O)Nc2nnc(C)s2)n1CC1CCCO1 (centres undefined),-0.2%,nt,15%,nt,7.0%,3%,-9%,nt,nt,nt,nt,12%
O=C(/C=C/c1ccccc1)N1CCC(N2CCC(C(=O)N3CCOCC3)CC2)CC1,0.3%,-3%,6%,-3%,-4.6%,-10%,-13%,0.47,0.71,0.16,-0.2,12%
CC(=O)N1CCN(C(=O)c2cc(-c3cccc4ccccc34)nc3ccccc23)CC1,-0.1%,nt,23%,nt,0.6%,13%,-11%,nt,nt,nt,nt,19%
Cc1nc(-c2ccc(NC(=O)/C=C\C(=O)O)cc2)cs1,-0.1%,0%,-2%,0%,-2.4%,-15%,-53%,0.18,-0.36,0.48,0.51,-4%
COc1ccccc1OCC(=O)NCCSCc1ccccc1Cl,-0.1%,21%,7%,-3%,1.6%,-42%,-20%,-0.55,-0.24,-0.34,0.29,-5%
COc1ccc(-c2c(-c3ccc(OC)c(C)c3O)n[nH]c2C)cc1,-0.2%,nt,6%,nt,5.3%,-20%,12%,nt,nt,nt,nt,15%
CC1(C)CC(=O)C2=C(C1)N(CCN1CCOCC1)C1=C(C(=O)CC(C)(C)C1)C2c1ccc(Cl)cc1,0.2%,-37%,-6%,5%,-2.8%,14%,-6%,1.1,0.051,0.47,-2.7,11%
O=C(NCCNc1cc(Cl)ccc1[N+](=O)[O-])c1ccco1,0.3%,10%,6%,1%,-4.2%,-6%,-26%,-0.67,-0.24,-0.54,0.44,2%
CNC(=S)N/N=C(\C)c1ccc(Cl)s1,-0.1%,0%,4%,18%,-1.8%,33%,53%,3,0.031,2.1,-1.3,-8%
c1cc2nnnn2nc1N1CCCCC1,-1.0%,3%,4%,1%,nt,-6%,1%,-0.077,0.1,0.6,-0.0029,7%
Nc1ccc(C(=O)OCC(=O)Nc2ccc([N+](=O)[O-])cc2C(F)(F)F)cc1,-0.1%,13%,5%,-1%,-1.2%,15%,-4%,-0.53,-0.26,-0.45,0.35,?
CC(C)(C)OC(=O)N1CCC[C@H]1c1nnc(SCc2ccccc2Cl)o1,-0.3%,9%,15%,6%,-10%,-17%,-18%,-0.44,-0.097,-0.35,0.15,-4%
CCCCCN(C(=O)CN(C)Cc1ccc(OC)cc1OC)c1c(N)n(CCCC)c(=O)[nH]c1=O,-0.1%,1%,16%,9%,-5.1%,6%,-5%,-0.33,-0.13,0.2,0.017,-5%
O=C(CN1CCN(S(=O)(=O)/C=C/c2ccccc2)CC1)Nc1ccc(N2CCOCC2)cc1,-0.2%,7%,-8%,-2%,-2.8%,9%,-26%,2,-0.13,1.2,-1.8,1%
O=C(c1ccc(Cn2cc(Br)cn2)cc1)N1N=C(C(F)F)CC1(O)C(F)F (centres undefined),-0.5%,0%,17%,-6%,-1.4%,21%,-18%,0.12,-0.28,-0.19,-0.11,1%
COC(=O)c1c(C)nc(C)c(C(=O)OC)c1-c1ccc(OC)c(OC)c1,-0.1%,1%,15%,2%,-9.0%,-18%[20 µM],-19%,0.39,-0.044,-0.41,0.61,25%
COc1ccc(NC(=O)CSc2nc3ccccc3c(=O)n2CCCC(=O)NCC2CCCO2)c(OC)c1 (centres undefined),-0.3%,nt,6%,nt,-6.1%,-44%,-20%,nt,nt,nt,nt,-12%
Cc1ccccc1OCCC(=O)N1CCN(S(=O)(=O)c2ccc(F)cc2)CC1,-0.1%,nt,9%,nt,15%,-12%,-12%,nt,nt,nt,nt,7%
CO/N=C/C(c1ccc(Cl)nc1)S(=O)(=O)c1ccccc1 (centres undefined),-0.1%,nt,21%,nt,0.6%,-4%,-6%,nt,nt,nt,nt,8%
COc1ccc(CN2C(=O)C(=O)N(CC(N)=O)C2=O)cc1,0.1%,-5%,1%,-1%,-2.1%,6%,-51%,-0.19,-0.19,-0.087,0.3,-2%
COCc1ccc(CN2CCC(N3CCC(C(=O)N4CCCC4)CC3)CC2)o1,-0.2%,nt,11%,nt,0.1%,-18%,-18%,nt,nt,nt,nt,-7%
